MCL1-BIM inh = MCL1-BIM-BH3 interaction inhibition (human). AID 2057. 0.68% of 320,000 active. GST-MCL1 / FITC-Bim-BH3 fluorescence polarization. Q07820. inhibition, % at 10.9 µM;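 active means inhibition above the mean inhibition of all tested compounds plus 3 SD, set per campaign, cut at about 40% in these data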;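 further: 0% = DMSO wells and 100% = unlabeled Bim-BH3 peptide control; higher means more loss of mP so more displacement of Bim peptide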
Target sequence (Q07820 whole entry, looked up): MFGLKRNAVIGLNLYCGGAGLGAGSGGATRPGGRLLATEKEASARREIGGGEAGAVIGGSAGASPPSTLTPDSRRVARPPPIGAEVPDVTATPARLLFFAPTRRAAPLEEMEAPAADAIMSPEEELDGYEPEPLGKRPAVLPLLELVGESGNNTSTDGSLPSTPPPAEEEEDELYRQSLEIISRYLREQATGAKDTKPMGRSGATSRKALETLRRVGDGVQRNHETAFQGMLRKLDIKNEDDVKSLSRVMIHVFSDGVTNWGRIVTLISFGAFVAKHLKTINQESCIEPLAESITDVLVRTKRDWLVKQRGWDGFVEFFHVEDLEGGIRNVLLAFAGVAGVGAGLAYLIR
PAFAH1B2 inh = PAFAH1B2 (human) inhibition. recombinant PAFAH1B2, FP-rhodamine activity probe, fluorescence polarization. P68402. AID 492953. 1.2% of 340,000 active. inhibition, % at 3.39 µM;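 active means inhibition above the mean of all tested compounds plus 3 SD, cut at about 24% in these data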;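 further: 0% = enzyme with DMSO and 100% = wells lacking PAFAH1B2; many of its hits are not listed in these tables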
Fam108B inh = blocks mouse Fam108B hydrolase in RBBP9 counter-screen | 0.33% of 300,000 active | AID 1947 | inhibition, % at 9.51 µM | recombinant Fam108B, FP-Rh probe fluorescence polarization;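 active means inhibition above the screen mean inhibition plus 3 SD, computed separately per campaign, cut at about 18% in these data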;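 further: inhibitors lower polarization as less probe binds the enzyme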
BCLXL inh = blocks human Bcl-xL binding to Bim BH3 peptide; 0.7% of 320,000 active; Q07817; GST-Bcl-xL / FITC-Bim BH3 peptide fluorescence polarization; inhibition, % at 10.9 µM;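 active means inhibition above the mean of all tested compounds plus 3 SD, cutoff set per campaign, cut at about 30% in these data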;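 further: 0% = DMSO wells and 100% = unlabeled Bim-BH3 peptide competitor; inhibitors lower millipolarization by displacing the labeled peptide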
Target sequence (Q07817 whole entry, looked up): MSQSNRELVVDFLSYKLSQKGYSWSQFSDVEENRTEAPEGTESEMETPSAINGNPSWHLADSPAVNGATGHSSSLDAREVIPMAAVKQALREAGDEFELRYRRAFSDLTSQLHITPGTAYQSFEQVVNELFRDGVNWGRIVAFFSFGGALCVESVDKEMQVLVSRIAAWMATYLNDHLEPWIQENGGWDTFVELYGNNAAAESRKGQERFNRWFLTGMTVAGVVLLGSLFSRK
GLD-1 TGE inh = GLD-1-TGE RNA interaction inhibition (C. elegans); inhibition, % at 5.96 µM; 0.44% of 320,000 active; purified GLD-1 + fluorescein TGE RNA, fluorescence polarization; Q17339;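 active means percent inhibition above a per-plate cutoff, the plate mean of test compounds plus 3 SD, cut at about 30% in these data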;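 further: 0% = DMSO wells with GLD-1 and probe and 100% = wells lacking GLD-1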
pPAFAH inh = inhibitors of human plasma PAF acetylhydrolase (pPAFAH). Q13093. AID 463082. 1.5% of 330,000 active. inhibition, % at 3.39 µM. recombinant pPAFAH, FP-rhodamine probe fluorescence polarization;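 active means inhibition above the mean inhibition across the screen plus 3 SD, cut at about 25% in these data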;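 further: inhibitors block binding of the rhodamine activity-based probe so polarization drops; 0% = enzyme with DMSO and 100% = wells lacking pPAFAH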
AHR act = activators of human aryl hydrocarbon receptor; AHR-responsive luciferase reporter cells, luminescence; activation, % at 5 µM; 2.5% of 320,000 active; in the data active means activation above about 47%;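 further: 0% = vehicle wells and 100% = reference agonist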
MEX-5 binding = C. elegans MEX-5 TCR-2 RNA binding activity; Q9XUB2; MEX-5/FITC-TCR2 RNA binding, fluorescence polarization; active compounds read low; activity score (negative = inhibition of binding), % at 10 µM; 0.38% of 300,000 active; AID 1832;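 active means inhibition past about -25% in most replicates, and total fluorescence under double the plate's negative control median, limit read from the data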;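 further: 0% = DMSO and -100% = 5 µM competing unlabeled TCR2 RNA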
Target sequence (Q9XUB2 whole entry, looked up): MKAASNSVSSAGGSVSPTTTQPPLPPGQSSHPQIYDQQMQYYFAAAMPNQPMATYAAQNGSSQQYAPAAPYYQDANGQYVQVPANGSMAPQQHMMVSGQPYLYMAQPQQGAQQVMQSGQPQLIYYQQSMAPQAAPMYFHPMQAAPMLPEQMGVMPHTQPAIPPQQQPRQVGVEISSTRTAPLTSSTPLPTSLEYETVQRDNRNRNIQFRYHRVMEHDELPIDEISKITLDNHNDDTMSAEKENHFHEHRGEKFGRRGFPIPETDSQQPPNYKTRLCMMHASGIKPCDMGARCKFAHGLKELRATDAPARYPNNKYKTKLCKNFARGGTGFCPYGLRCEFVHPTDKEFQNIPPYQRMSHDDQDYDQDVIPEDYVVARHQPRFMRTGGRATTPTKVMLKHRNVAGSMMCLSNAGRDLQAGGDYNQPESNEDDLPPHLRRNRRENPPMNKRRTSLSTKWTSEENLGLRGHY
PME-1 inh = PME-1 (human) inhibition; Q9Y570; AID 2130; recombinant PME-1, FP-Rh probe fluorescence polarization; inhibition, % at 5.9 µM; 0.53% of 320,000 active;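 active means inhibition above the campaign mean of all compounds plus 3 SD, cut at about 26% in these data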;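 further: competitive labeling of PME-1 active site by serine hydrolase directed probe; 0% = PME-1 with DMSO and 100% = wells lacking PME-1 enzyme; inhibitors block probe labeling so polarization falls and inhibition rises; many of its hits are not listed in these tables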
Active calls of the source: *; / = no result given. Some of the compounds tested; rates above refer to the full screens.

mol | MCL1-BIM inh | PAFAH1B2 inh | Fam108B inh | BCLXL inh | GLD-1 TGE inh | pPAFAH inh | AHR act | MEX-5 binding | PME-1 inh
O=C(CCCn1c(=O)c2cccn2c2cccnc21)N1CCN(c2ccccc2F)CC1 | 7 | -5 | 0 | 9 | 1 | 6 | 2 | 3.5 | -8
CCOC(=O)N1CCC(Nc2c(Nc3ccc(F)cc3)c(=O)c2=O)CC1 | 4 | 5 | -6 | 8 | 5 | 8 | 25 | 1.5 | 12
CCOc1ccc(-n2c(=O)c3sccc3n(Cc3cccc([N+](=O)[O-])c3)c2=O)cc1 | 2 | 0 | -4 | 4 | 3 | 1 | -1 | -0.6 | -1
CCc1cccc(NC(=O)Cn2c(=O)n(CCC(=O)NCC3CCCO3)c(=O)c3cc(OC)c(OC)cc32)c1 (stereo unspecified) | -1 | -4 | 2 | 0 | 3 | 8 | 2 | 1.8 | 0
CC(NC(=O)Cc1cccs1)C(c1cccs1)N1CCN(c2ccccc2)CC1 (stereo unspecified) | -5 | 2 | -3 | -4 | 1 | 7 | 0 | 3.1 | 5
O=C(NC1CC1)c1cc(=O)c2ccccc2o1 | 2 | -2 | 0 | 5 | -1 | 4 | 2 | 0.0 | 3
CN1C(=O)CSc2ccc(NC(=O)NCc3ccc(F)cc3)cc21 | 9 | -1 | -3 | 8 | -2 | 17 | 47 | 1.3 | 6
O=C(OCc1c(Cl)cccc1Cl)c1ccccn1 | 0 | 1 | 0 | 3 | 4 | 6 | -2 | 2.4 | -4
COc1cc(/C=N/NC(=S)NC2CC3CCC2C3)ccc1O (stereo unspecified) | 8 | 4 | 5 | 12 | 5 | 14 | 6 | -3.7 | 13
COc1ccc(-c2csc(NC(=O)CSCC(=O)Nc3cc(C)on3)n2)cc1OC | 2 | -3 | 3 | 3 | 4 | 4 | 8 | -0.7 | 5
COC(=O)c1cc(C)sc1NC(=O)C1CC=CCC1C(=O)O (stereo unspecified) | 2 | 1 | 2 | 5 | 2 | 2 | -4 | -1.7 | 0
NC(=O)c1cc2ccccc2o/c1=N/NC(=O)c1ccccc1 | 2 | -1 | 7 | 1 | -7 | -1 | 51* | -0.5 | -2
CC(/C=C1\SC(=S)N(CCC(=O)Nc2cccc(C(=O)O)c2)C1=O)=C\c1ccccc1 | 7 | -5 | -21 | 0 | -12 | 12 | -4 | 4.6 | -42
O=C(CNC(=O)c1ccco1)NCC(c1ccco1)N1CCCCC1 (stereo unspecified) | 5 | 5 | / | 5 | 3 | 4 | 0 | / | 2
COCCNC(=O)c1ccc(-n2c(SCc3cc(F)ccc3F)nc3ccccc3c2=O)cc1 | 0 | 0 | -9 | 5 | 6 | 8 | -1 | 0.4 | 3
CCOC(=O)/C(=C/Nc1ccc(F)c(F)c1)[N+](=O)[O-] | 6 | 3 | 6 | 3 | -4 | -1 | -1 | 1.3 | -3
Cc1c2cnn(CC(=O)NCCN3CCOCC3)c(=O)c2c(C)n1Cc1ccccc1 | 1 | 1 | 1 | 2 | 3 | 4 | -2 | -0.1 | 2
O=C(Cn1cnc([N+](=O)[O-])c1)c1ccc(Cl)cc1 | 7 | 7 | -2 | 4 | 5 | 4 | 0 | -0.6 | 6
O=C(NC(=S)Nc1ccccc1N1CCOCC1)c1cccc([N+](=O)[O-])c1 | 13 | -3 | -2 | 1 | 3 | 5 | 33 | -1.3 | 9
Cc1nn(-c2ccccc2)c(C)c1/C=N/NC(=O)c1cc(-c2ccccc2)n[nH]1 | 13 | -3 | -47 | 3 | 8 | -5 | 48* | -1.5 | -54

Later entries.
mol | MCL1-BIM inh | PAFAH1B2 inh | Fam108B inh | BCLXL inh | GLD-1 TGE inh | pPAFAH inh | AHR act | MEX-5 binding | PME-1 inh
CCC(C)(C)n1nnnc1C(c1ccc2ncccc2c1)N1CCCCCC1 (stereo unspecified) | 7 | 7 | -1 | 0 | 2 | 5 | 0 | 1.2 | 3
CCC1CN(C(=O)N2CCC(C(=O)NCc3ccccc3C)CC2)c2ccccc2O1 (stereo unspecified) | 5 | 7 | 1 | 5 | 5 | 7 | 3 | -1.6 | -5
O=C(Nc1cccnc1)c1cc(-c2ccc(F)cc2)on1 | 7 | 7 | -5 | 9 | 2 | 0 | 3 | -2.5 | -1
OCCNCc1ccc(-c2ccccc2)cc1 | 4 | 3 | 9 | 5 | -5 | -1 | 6 | -2.2 | 5
CCc1nnc(SCC(=O)N2CCc3ccccc32)n1CC | 2 | 1 | 2 | -1 | 4 | -3 | 1 | 0.8 | -1
CCc1ccc2[nH]c(=O)c(-c3ccccc3)c(O)c2c1 | 8 | 10 | -1 | 5 | -4 | 2 | 3 | -1.6 | 2
COc1ccccc1NC(=O)COn1nnc2ccc(S(=O)(=O)N3CCOCC3)cc21 | 1 | 13 | 3 | 0 | 2 | 1 | 3 | -1.5 | -7
Cc1c(Cl)cccc1NC(=O)CCN1CCCCCC1 | -3 | -3 | 0 | -3 | 10 | 1 | -3 | -3.1 | -5
O=C1C2C(c3ccccc3)(C(=O)N1c1ccc(Cl)cc1)C2(c1ccccc1)c1ccccc1 (stereo unspecified) | -1 | 0 | 4 | 6 | 5 | 2 | 2 | -0.4 | -1
O=C(CC(c1ccccc1)c1ccccc1)Nc1ccc2c(c1)OCCO2 | 5 | 9 | 1 | 4 | 1 | -1 | 18 | -0.4 | -3
COc1cc(Cl)c(CN2CCCC(CO)(Cc3ccccc3)C2)cc1OC (stereo unspecified) | 6 | 3 | -1 | 3 | 0 | 2 | -1 | 4.3 | -1
CC12C(=O)N(c3ccc(C(=O)N4CCOCC4)cc3)C(=O)C1C1c3ccccc3C2c2ccccc21 (stereo unspecified) | 4 | / | 0 | -2 | 2 | 6 | -2 | -1.0 | -7
Cc1nc2cc(OCc3cc(C(=O)NC(C)c4cnn(C)c4)no3)ccc2s1 (stereo unspecified) | 2 | -4 | -5 | 3 | 0 | 3 | 3 | -2.3 | 3
CN1C[C@@H]2C(c3ccc(Cl)nc3)C3(c4ccccc4)CC2(C3)[C@H]1c1ccccc1 (stereo partly specified) | 9 | 4 | -2 | 8 | -7 | 0 | 2 | 2.3 | -2
CCn1ccnc1CN(C)Cc1cn[nH]c1-c1ccc(F)cc1F | 2 | 5 | -2 | 0 | 3 | -2 | -1 | 3.1 | 0
CC(=O)N1N=C(c2cccc([N+](=O)[O-])c2)OC1c1ccccc1Cl (stereo unspecified) | 2 | 7 | 5 | 2 | 12 | 13 | 2 | -2.3 | -2
O=C(NCc1cccc(Cl)c1)c1cnccn1 | 46* | 5 | 1 | 45* | 25 | 8 | 2 | -4.4 | 1
O=C(OCc1nnc(-c2ccccc2)o1)C1=COCCO1 | 3 | 5 | 1 | 5 | 0 | 0 | 1 | 1.0 | 2
O=C(N1CCOCC1)N1CCN(S(=O)(=O)c2ccccc2)C1 | -1 | 3 | -2 | 3 | 6 | 2 | -4 | -0.2 | 4
Cc1cccc(C(=O)Nc2ccc(O)cc2C(=O)O)c1 | -8 | 7 | -1 | -2 | 6 | 3 | 3 | -1.3 | -3

The list goes on:
mol | MCL1-BIM inh | PAFAH1B2 inh | Fam108B inh | BCLXL inh | GLD-1 TGE inh | pPAFAH inh | AHR act | MEX-5 binding | PME-1 inh
Cc1ccc2nc(NC(=O)C3CCN(S(=O)(=O)c4ccc5c(c4)oc(=O)n5C)CC3)sc2c1 | -2 | -1 | 1 | 1 | 13 | -2 | -2 | 3.1 | -3
O=C(Nc1cccc(NC(=O)c2cccs2)c1)c1ccc2c(c1)OCO2 | -2 | -2 | -7 | 2 | -5 | 2 | 16 | / | -6
COc1ccccc1-n1c(C)nnc1SCC(=O)Nc1cccc(C(C)=O)c1 | 2 | 4 | 1 | 2 | 2 | 5 | 0 | 1.1 | 2
CC(=O)Nc1ccc(OC(=O)c2ccc(Br)c([N+](=O)[O-])c2)cc1 | 5 | 0 | 0 | 4 | 0 | 5 | 0 | 1.1 | -4
O=C(NCCc1ccc(Cl)cc1Cl)c1ccc2nc[nH]c2c1 | 0 | 29* | -1 | 5 | -5 | -2 | -5 | -3.7 | 5
Cc1ccc(S(=O)(=O)NCc2ccc(C(=O)N(C)CCC#N)cc2)cc1 | 4 | 2 | 0 | 3 | 0 | 3 | 2 | 3.7 | 0
CCc1ccc(-n2c(C)nc3cc(C(=O)NCc4cccnc4)ccc32)cc1 | -2 | -3 | -6 | 1 | -7 | 8 | 3 | 2.9 | -8
O=C(CS(=O)(=O)c1ccc(F)cc1)NCCS(=O)(=O)c1ccccc1 | 1 | 2 | -5 | 5 | -1 | 0 | 0 | -0.3 | 4
COc1ccc(Nc2nc3ccc(C)cc3n3cnnc23)cc1Cl | 0 | 5 | 0 | 2 | 0 | 4 | 0 | -0.6 | 12
CCOC(=O)N1CCN(Cc2nc3c(c(=O)[nH]c(=O)n3C)n2Cc2cc(C)ccc2C)CC1 | 1 | -3 | -2 | -4 | -3 | 3 | 1 | / | 3
CCN(CC)c1ccc(/C=N/NC(=O)c2cccc(N3CCCC3=O)c2)cc1 | -14 | 0 | 4 | -9 | -7 | 7 | 34 | -1.3 | 1
CC(C)[C@H](NC(=O)OC(C)(C)C)C(=O)N/N=C/c1ccc2nccnc2c1 | 3 | 10 | -1 | 2 | 6 | 0 | 2 | 1.9 | -1
O=C(Nc1nc2c(s1)CN(Cc1ccccc1)CC2)c1c(F)cccc1F | 6 | -4 | -10 | 11 | -5 | 62* | 3 | 1.7 | -10
COc1ccccc1NC(=O)COC(=O)C1=NN(c2ccccc2)C(=O)CC1 | / | 4 | / | / | -2 | 12 | 6 | / | /
CC(=O)N1CCN(C(=O)c2ccc(S(=O)(=O)Nc3ccccc3C)cc2)CC1 | -4 | 2 | 2 | -7 | 11 | 17 | 1 | -1.6 | 5
COc1ccc(CC(=O)Nc2cc(Cl)ccc2O)cc1 | 8 | -7 | 6 | 4 | -12 | 0 | 0 | -0.9 | -1
COCCN(C(=O)C(C)C)c1nnc(-c2ccc(C(C)(C)C)cc2)s1 | -5 | 3 | -2 | -2 | 4 | 5 | 7 | 0.6 | -1
Cc1ccc(-c2nc(CS(=O)(=O)CC(=O)NC3CC3)c(C)o2)cc1 | 1 | 7 | -4 | 5 | -1 | 6 | 0 | -2.9 | 0
O=C1CC(c2ccccc2)CN1Cc1ccccc1 (stereo unspecified) | -4 | 3 | 3 | 0 | 8 | 5 | 1 | 0.5 | 4
Nc1nc(Cl)cc(Sc2ccc3ccccc3c2)n1 | 0 | -14 | -41 | 1 | 2 | -14 | -2 | / | -58
CC(C)(C)N(Cc1ccccc1)C(=O)COC(=O)CNC(=O)c1ccco1 | -5 | 6 | 3 | -6 | 1 | 1 | 0 | 1.0 | -2
CC(NC(=O)c1ccccc1SCC(=O)N1CCCC1)c1ccc(F)cc1 (stereo unspecified) | 6 | 5 | 2 | 7 | 0 | 2 | 6 | 1.5 | 1
CC(=O)Nc1ccc(-c2csc(NCc3ccco3)n2)cc1 | 2 | 2 | 0 | 0 | 2 | 10 | 25 | 1.6 | 1

Looked up by compound from the entries so far (two):
mol | MCL1-BIM inh | PAFAH1B2 inh | Fam108B inh | BCLXL inh | GLD-1 TGE inh | pPAFAH inh | AHR act | MEX-5 binding | PME-1 inh
O=C(N1CCOCC1)N1CCN(S(=O)(=O)c2ccccc2)C1 | -1 | 3 | -2 | 3 | 6 | 2 | -4 | -0.2 | 4
CCc1ccc2[nH]c(=O)c(-c3ccccc3)c(O)c2c1 | 8 | 10 | -1 | 5 | -4 | 2 | 3 | -1.6 | 2
